# ERa SRC1 pot = ER-alpha (human) coactivator binding potentiation; P03372; TR-FRET ERalpha-LBD/SRC-Cy5 coactivator binding, 2 h; 100 = basal binding, no effect; coactivator binding (% of control), % at 25.6 µM; 86,000 compounds, 1.3% hits; in the data active means activity above about 200%;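 further: binding measured in presence of low estradiol as agonist stimulus; 0% = peptide alone without receptor and 100% = receptor with peptide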
# Target sequence (P03372 whole entry, looked up, the tested form may be a part): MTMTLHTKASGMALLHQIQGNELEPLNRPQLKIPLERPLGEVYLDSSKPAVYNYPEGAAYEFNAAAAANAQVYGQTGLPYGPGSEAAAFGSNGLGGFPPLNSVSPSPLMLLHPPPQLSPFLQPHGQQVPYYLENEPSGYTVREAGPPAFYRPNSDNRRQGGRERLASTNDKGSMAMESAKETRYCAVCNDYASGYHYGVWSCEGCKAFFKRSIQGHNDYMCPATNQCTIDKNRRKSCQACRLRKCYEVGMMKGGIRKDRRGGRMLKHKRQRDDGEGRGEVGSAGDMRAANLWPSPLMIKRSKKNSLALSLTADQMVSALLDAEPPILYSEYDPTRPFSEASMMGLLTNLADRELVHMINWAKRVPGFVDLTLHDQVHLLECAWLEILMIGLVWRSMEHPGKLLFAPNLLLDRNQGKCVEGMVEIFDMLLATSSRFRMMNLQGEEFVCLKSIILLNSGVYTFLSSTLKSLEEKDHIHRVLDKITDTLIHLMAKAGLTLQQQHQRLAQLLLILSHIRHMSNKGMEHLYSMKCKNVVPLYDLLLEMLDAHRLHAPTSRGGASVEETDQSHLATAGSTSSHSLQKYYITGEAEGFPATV
# ERa coact inh = ER-alpha (human) coactivator binding inhibition. inhibition, % at 25.6 µM. 86,000 compounds, 1.7% hits. P03372. TR-FRET ER-alpha LBD / SRC-1 peptide, estradiol-bound; in the data active means inhibition above about 50%;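 further: 0% = receptor plus peptide control and 100% = peptide only without receptor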
# Mac1 fbg enh = CD11b/CD18-fibrinogen binding enhancement; P05107+P11215; K562 CD11b/CD18 adhesion to fibrinogen, ATPlite luminescence; activation, % at 10 µM; 93,000 compounds, 0.07% hits; AID 1499;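 active means 10 µM primary screen giving 50% or more activity, confirmed by 40% or more on retest at that dose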; further: strong numbers were not always called active
# H69AR inhibit = growth inhibitors of human H69AR lung tumor cells. 85,000 compounds, 6% hits. H69AR lung tumor viability, ATP luminescence, 72 h; stronger effect = lower value. AID 598. viability, % at 10 µM;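 active means viability at or below 40%; inactive means viability above 40%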;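 further: multidrug resistant small cell line overexpressing MRP-1 efflux transporter; 100% = mean luminescence of untreated control wells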
# HUVEC inhibit = inhibitors of human endothelial cell proliferation. AID 648. HUVEC proliferation, CellTiter-Glo luminescence, 72 h; stronger effect = lower value. viability, % at 10 µM (by protocol). 86,000 compounds, 1.1% hits;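 active means viability at or below 30%; inactive means viability above 30%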;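 further: 100% = median luminescence of DMSO-only cell control wells on each plate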
# Lung fibro prol = blocks proliferation of human lung fibroblasts. LL 47 human lung fibroblast viability, ATP luminescence; stronger effect = lower value. viability, % at 10 µM. 85,000 compounds, 1.1% hits;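 active means viability at or below 50% in the single dose screen; inactive means viability above 50%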;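 further: compound exposure lasted 72 h before the ATP readout; 100% = median luminescence of untreated cell-only wells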
#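 Assay system: human lung fibroblast line LL 47, low passage. Input: 1,150 fibroblasts seeded per well. Times: overnight cell rest, 72 h compound treatment at 37 °C. Evaluation: % viability of median cell-only signal. Technique: luminescent ATP detection, CellTiter-Glo. Control set: cell-only wells, no compound.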
# CYP2C19 inhib = blocks human cytochrome P450 2C19; P33261; CYP2C19 Supersomes, luciferin-H EGE luminescence, 30 min; inhibition, % at 5 µM; 96,000 compounds, 21% hits; AID 778;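 active means CYP2C19 inhibition above a set limit at 5 µM in the primary screen, cut at about 50% in these data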;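 further: plate controls were negative control wells for no effect and 2.5 mM tranylcypromine positive control for full effect; values of inactives mirror those of a sister screen read the other way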
# Target sequence (P33261 whole entry, looked up): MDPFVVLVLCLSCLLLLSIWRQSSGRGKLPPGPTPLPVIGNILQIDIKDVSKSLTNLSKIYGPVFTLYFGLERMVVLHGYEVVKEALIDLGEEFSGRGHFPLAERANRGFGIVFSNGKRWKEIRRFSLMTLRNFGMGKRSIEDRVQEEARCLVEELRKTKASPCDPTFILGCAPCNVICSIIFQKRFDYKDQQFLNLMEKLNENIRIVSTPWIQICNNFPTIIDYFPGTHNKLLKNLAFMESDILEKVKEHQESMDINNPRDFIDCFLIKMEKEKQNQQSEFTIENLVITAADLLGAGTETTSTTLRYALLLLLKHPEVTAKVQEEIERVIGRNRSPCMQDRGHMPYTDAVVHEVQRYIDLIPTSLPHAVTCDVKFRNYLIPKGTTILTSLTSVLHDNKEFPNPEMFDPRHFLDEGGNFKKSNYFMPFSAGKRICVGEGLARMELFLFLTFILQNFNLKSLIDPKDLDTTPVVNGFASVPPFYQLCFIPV
# CYP2C19 activ = cytochrome P450 2C19 (human) activation. AID 1025. P33261. 96,000 tested, under 10 active. activation factor at 5 µM. recombinant CYP2C19, luciferin-H EGE luminescence; stronger effect = higher value; 0 = fully inhibited enzyme, 1 = untreated enzyme;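 active means activation factor of at least 2 at 5 µM in the primary screen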;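 further: 0 = wells with 2.5 mM tranylcypromine and 1 = vehicle-only wells; values of inactives mirror those of a sister screen read the other way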
# Mac1 fbg inh = blocks human CD11b/CD18 adhesion to fibrinogen | AID 1497 | K562 CD11b/CD18 adhesion to fibrinogen, ATPlite luminescence; Mn2+ added to activate the integrin | inhibition, % at 10 µM | 93,000 compounds, 0.54% hits | P05107+P11215;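 active means primary inhibition of 50% or more at 10 µM, then 40% or more on retest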; further: some results filed as inactive read as strong as hits
# An asterisk follows results filed as active; / = not tested or not shown; [ ] = remark or other dose.
SMILES,ERa SRC1 pot,ERa coact inh,Mac1 fbg enh,H69AR inhibit,HUVEC inhibit,Lung fibro prol,CYP2C19 inhib,CYP2C19 activ,Mac1 fbg inh
Cn1c2ccccc2c2cc(C(=O)N3CCN(CCO)CC3)sc21,/,/,-5,/,/,/,2,1,0
COc1ccc(Cc2nnc(SCC(=O)c3cccc([N+](=O)[O-])c3)n2C)cc1,/,/,0,/,/,/,16,0.8,1
Clc1ccccc1CSc1snnc1-c1ccccc1,/,/,-4,/,/,/,-2,1,10
O=C(c1cc(-c2ccc3c(c2)OCO3)on1)N1CCN(c2ccc(F)cc2)CC1,114,-9,-2,95,63,96,-3,1,4
c1ccc(Cn2cnc3ccccc32)cc1,107,-1,/,91,93,98,/,/,/
O=C(Cc1c[nH]c2ccccc12)OCCOC(=O)Cc1c[nH]c2ccccc12,103,-5,/,101,83,92,/,/,/
CCn1c2ccccc2c2cc(CN3CCN(C(=O)c4ccco4)CC3)ccc21,90,-6,1,66,96,99,26,0.7,20
COc1cc(C(=O)N2CCC(NC(=O)C(Cc3ccccc3)NC(C)=O)CC2)cc(OC)c1OC (stereo not drawn),114,-34,-4,71,97,95,0,1,1
CCOC(=O)c1cc2occc2n1CC(=O)NC1CCCCC1C (stereo not drawn),103,-13,/,101,95,100,/,/,/
COc1cccc(C(=O)Nc2nc(-c3ccc(S(=O)(=O)N4CCOCC4)cc3)cs2)c1,463*[fluorescence artefact?],-34[fluorescence artefact?],0,52,59,56,30,0.7,29
COc1ccc(C(=O)NCCn2ccc3ccccc32)cc1,104[fluorescence artefact?],4[fluorescence artefact?],0,95,111,117,78*,0.2,-6
C=CCSc1nnc(NC(=O)CSc2ccccn2)s1,98,-19,0,96,107,105,24,0.8,-8
CC(=O)Nc1ccc(N2CCCC2)cc1,103,2[fluorescence artefact?],-1,94,108,101,7,0.9,4
CC(C)CC(OC(=O)c1cccs1)C(=O)NCc1cccs1 (stereo not drawn),118,3[fluorescence artefact?],-4,104,102,96,95*,0,1
COc1ccc(C(=O)Nc2ccc(-c3ccc(C)o3)cc2)cc1S(=O)(=O)N1CCOCC1,133,1,-12,22*,53,73,30,0.7,103
COc1ccc(N2CCN(c3nc4c(c(=O)n(C)c(=O)n4C)n3Cc3ccccc3)CC2)cc1,92,-24,1,87,94,97,49,0.5,-10
CSc1ccc(CNc2ccc(C)cc2)cc1,/,/,5,/,/,/,87*,0.1,-10
CC(=O)c1c(N2CCOCC2)nc(=S)n(Cc2ccccc2)c1C,118,2,-2,93,99,100,13,0.9,-26
Clc1ccc(-n2cccc2/C=N/n2cnnc2)cc1,89,-3,-2,99,108,98,57*,0.4,0
CC(=O)Nc1cnc2ccccc2n1,69,21,5,99,95,106,-8,1.1,-38
CC1=C(C(=O)NCc2ccccc2)C(c2cccnc2)n2ncnc2N1 (stereo not drawn),115,-2,-4,87,93,101,2,1,-5
CCOC(=O)c1c(N)nn(C(=O)C(C)C)c1-c1ccc(OC)cc1,109,-5,0,110,96,98,20,0.8,12
CCOc1cc(CNc2ccc3c(c2)CCC3)ccc1OC,97,-7,-3,99,97,96,56*,0.4,-25
COc1ccccc1OCCSc1nnc(C)n1-c1ccccc1,117,-2,2,83,93,97,77*,0.2,1
CCOC(=O)N1CCN(C(=O)c2cnn3c(C)c(Cc4ccc(C)cc4)c(C)nc23)CC1,115,4,-3,98,96,102,42,0.6,7
# Next section.
SMILES,ERa SRC1 pot,ERa coact inh,Mac1 fbg enh,H69AR inhibit,HUVEC inhibit,Lung fibro prol,CYP2C19 inhib,CYP2C19 activ,Mac1 fbg inh
CCN(CC)S(=O)(=O)c1ccc(C(=O)OCC(=O)N2CCN(C(=O)c3ccco3)CC2)cc1,100,-7,-1,90,97,101,15,0.8,-8
CC1(C)C(=O)Nc2ccccc2N1C(=O)COC(=O)C12CC3CC(CC(O)(C3)C1)C2,54[fluorescence artefact?],88*[fluorescence artefact?],0,93,94,95,0,1,-10
CCCC(=O)Nc1c2c(nn1-c1ccc(C)cc1C)CSC2,102,-1,14,111,104,98,41,0.6,-11
N#CC1=C(N)N(c2ccccc2)C(c2ccco2)C1(C#N)C#N (stereo not drawn),/,/,13,/,/,/,31,0.7,-19
CC1CCCN(C(=O)CCS(=O)(=O)Cc2ccccc2)C1 (stereo not drawn),86,-6,-1,93,96,100,13,0.9,-14
CCOCCCNCc1ccc(OC)cc1,103,2[fluorescence artefact?],1,94,100,102,25,0.8,-1
COc1cccc(/C=N\NC(=O)c2sc(N)nc2C)c1OC,/,/,-2,/,/,/,4,1,0
COc1ccc(NC(=O)CN(c2ccc(C)cc2)S(C)(=O)=O)c(OC)c1,100,-10,1,70,81,99,78*,0.2,-13
NC(=O)Cn1c(S(=O)(=O)Cc2ccccc2)nc2ccccc21,100[fluorescence artefact?],-5,/,93,105,102,/,/,/
Cc1oc(-c2ccccc2)nc1C(=O)OCC(=O)NC(=O)NCC(C)C,162,-3[fluorescence artefact?],1,99,102,/,25,0.8,6
O=C(c1cccc(S(=O)(=O)NCCOc2ccccc2)c1)N1CCN(c2ncccn2)CC1,130,-4,-4,75,94,90,87*,0.1,9
CCSc1nnc(NC(=O)C2CC=CCC2C(=O)O)s1 (stereo not drawn),129,-8,1,92,95,104,0,1,-14
COc1ccc(-c2nc(CS(=O)(=O)CC(=O)Nc3ccc(Cl)cc3)c(C)o2)cc1,141[fluorescence artefact?],4[fluorescence artefact?],-3,78,101,96,48,0.5,-2
O=C1CC(N2CCC(C(=O)N3CCCCC3)CC2)C(=O)N1 (stereo not drawn),105,3,0,54,95,103,-10,1.1,-14
COc1ccccc1-n1c(SCC(=O)N2CCCC2)nc2cccnc21,95,-12,-6,92,95,98,-8,1.1,6
CCS(=O)(=O)Nc1ccc2c(c1)N(C(C)=O)c1ccccc1CC2,106,-1,3,111,91,101,25,0.7,-8
COc1ccc(CNc2nc3nc(-c4ccccc4)cc(=O)n3[nH]2)cc1OC,98,-21,-1,110,100,100,-10,1.1,-6
CCOC(=O)c1sc(NC(=O)CSc2nc(-c3ccco3)cc(C(F)(F)F)n2)c(C#N)c1C,120[fluorescence artefact?],16,30,88,79,101,43,0.6,-2
CCC(C)NC(=O)CCCCCn1c(=O)[nH]c2cc(OC)c(OC)cc2c1=O (stereo not drawn),99,24,1,95,102,107,8,0.9,0
CCOC(=O)c1c(C)[nH]c(C)c1C(=O)CSc1ncccn1,/,/,-6,/,/,/,59*,0.4,2
COC(=O)c1sc(=S)n(-c2ccc(Cl)cc2)c1C,95,-2,-3,90,90,100,63*,0.4,12
O=C(NNC(=O)c1ccc2c(c1)OCO2)NC1CCCCC1,/,/,8,/,/,/,-7,1.1,4
CCCC1(C(=O)OCC)NC(c2ccc(N(C)C)cc2)C2C(=O)N(c3ccc4c(c3)OCCO4)C(=O)C21 (stereo not drawn),117,-19,/,80,104,101,/,/,/
C=CCOC(=O)C1=C(C)NC(=O)NC1c1ccc(Cl)cc1 (stereo not drawn),102,1,1,98,94,94,100*,0,6
CCOC(=O)C1=C(CSc2nc3c(cc2C#N)CN(C)CC3)OC(N)=C(C#N)C1c1ccc(Cl)cc1 (stereo not drawn),118[fluorescence artefact?],-8,40,36*,88,103,32,0.7,-15

# Part of the list above, with values under each structure.
# Sequence of screens: ERa SRC1 pot	ERa coact inh	Mac1 fbg enh	H69AR inhibit	HUVEC inhibit	Lung fibro prol	CYP2C19 inhib	CYP2C19 activ	Mac1 fbg inh
> Cc1oc(-c2ccccc2)nc1C(=O)OCC(=O)NC(=O)NCC(C)C
 : 162	-3[fluorescence artefact?]	1	99	102	/	25	0.8	6
> O=C(c1cccc(S(=O)(=O)NCCOc2ccccc2)c1)N1CCN(c2ncccn2)CC1
 : 130	-4	-4	75	94	90	87*	0.1	9
> CCSc1nnc(NC(=O)C2CC=CCC2C(=O)O)s1 (stereo not drawn)
 : 129	-8	1	92	95	104	0	1	-14
> COc1ccc(-c2nc(CS(=O)(=O)CC(=O)Nc3ccc(Cl)cc3)c(C)o2)cc1
 : 141[fluorescence artefact?]	4[fluorescence artefact?]	-3	78	101	96	48	0.5	-2
> O=C1CC(N2CCC(C(=O)N3CCCCC3)CC2)C(=O)N1 (stereo not drawn)
 : 105	3	0	54	95	103	-10	1.1	-14
> COc1ccccc1-n1c(SCC(=O)N2CCCC2)nc2cccnc21
 : 95	-12	-6	92	95	98	-8	1.1	6
> CCS(=O)(=O)Nc1ccc2c(c1)N(C(C)=O)c1ccccc1CC2
 : 106	-1	3	111	91	101	25	0.7	-8
> COc1ccc(CNc2nc3nc(-c4ccccc4)cc(=O)n3[nH]2)cc1OC
 : 98	-21	-1	110	100	100	-10	1.1	-6
> CCOC(=O)c1sc(NC(=O)CSc2nc(-c3ccco3)cc(C(F)(F)F)n2)c(C#N)c1C
 : 120[fluorescence artefact?]	16	30	88	79	101	43	0.6	-2
> CCC(C)NC(=O)CCCCCn1c(=O)[nH]c2cc(OC)c(OC)cc2c1=O (stereo not drawn)
 : 99	24	1	95	102	107	8	0.9	0
> CCOC(=O)c1c(C)[nH]c(C)c1C(=O)CSc1ncccn1
 : /	/	-6	/	/	/	59*	0.4	2
> COC(=O)c1sc(=S)n(-c2ccc(Cl)cc2)c1C
 : 95	-2	-3	90	90	100	63*	0.4	12
> O=C(NNC(=O)c1ccc2c(c1)OCO2)NC1CCCCC1
 : /	/	8	/	/	/	-7	1.1	4
> CCCC1(C(=O)OCC)NC(c2ccc(N(C)C)cc2)C2C(=O)N(c3ccc4c(c3)OCCO4)C(=O)C21 (stereo not drawn)
 : 117	-19	/	80	104	101	/	/	/
> C=CCOC(=O)C1=C(C)NC(=O)NC1c1ccc(Cl)cc1 (stereo not drawn)
 : 102	1	1	98	94	94	100*	0	6
> CCOC(=O)C1=C(CSc2nc3c(cc2C#N)CN(C)CC3)OC(N)=C(C#N)C1c1ccc(Cl)cc1 (stereo not drawn)
 : 118[fluorescence artefact?]	-8	40	36*	88	103	32	0.7	-15

# (further entries)
SMILES,ERa SRC1 pot,ERa coact inh,Mac1 fbg enh,H69AR inhibit,HUVEC inhibit,Lung fibro prol,CYP2C19 inhib,CYP2C19 activ,Mac1 fbg inh
COC(=O)c1ccccc1NC(=O)CSc1ccccn1,121,10,2,89,90,93,27,0.7,-10
COc1ccc(C(CC(=O)NCc2ccco2)c2ccc(F)cc2)cc1 (stereo not drawn),95,-5,-1,97,92,91,28,0.7,-11
CCOC(=O)C1CCCN(c2ccc(NC(=O)c3snc4c(=O)[nH]c(C)nc34)cc2)C1 (stereo not drawn),/,/,29,/,/,/,8,0.9,13
O=[N+]([O-])c1ccc(Oc2ccc(F)cc2Br)c2ccncc12,87,31,-3,18*,49,61,31,0.7,-9
CC(C)OC(=O)CSc1nc2cccnc2n1-c1ccc(F)cc1,74,9,2,90,103,100,39,0.6,16
[O-][n+]1onc2c1CCc1nnccc1-2,89,3,-2,63,105,101,1,1,10
O=C(CCCn1c(=O)oc2ccccc21)Nc1cccnc1,108,1,-5,102,101,107,24,0.8,-3
CCOC(=O)N1CCC2(CC1)CC(=O)c1c(ccc3oc(C(=O)O)c(C)c13)O2,119,5,0,93,103,109,-6,1.1,-29
CCCNS(=O)(=O)c1ccc(Oc2ncc(C(F)(F)F)cc2Cl)cc1,/,/,9,/,/,/,87*,0.1,-7
COC(=O)c1oc2ccc(Br)cc2c1NC(=O)c1ccccc1,118,1,33,30*,85,81,7,0.9,-12
O=C(NCc1cccs1)C1CC(=O)N(c2ccc(F)cc2)C1 (stereo not drawn),82[fluorescence artefact?],0,-2,91,89,105,59*,0.4,-19

# No enrichment for hits; overall some 26% were active at least once.
